Screening results (PubChem BioAssay)
PGC1a acetyl inh – lowers PGC1a acetylation signal in U2OS cells. AlphaScreen anti-acetyl-lysine; with virally co-expressed GCN5 acetyltransferase. inhibition, % at 15.6 µM. 350,000 tested, 0.17% active. AID 651687;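 active means every replicate shows inhibition of at least 40%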;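 further: 0% = neutral control wells and 100% = positive control wells; some results beyond the cut were filed as inactive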
Cneo AK release – Cryptococcus neoformans lysis via adenylate kinase release; 360,000 tested, 0.2% active; AID 651654; C. neoformans lysis, adenylate kinase release luminescence, 4 h; normalised: neutral wells 0, clomiphene wells 100; lysis activity, % at 15 µM;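 active means mean lysis activity across replicates of at least 80%, whatever share of replicates individually reach that level; inactive means mean lysis activity below 80%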
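Assay system: log-phase C. neoformans yeast / Quantity: yeast cell density of 5 × 10^6 cells/mL / Medium: fresh YPD growth medium / Compound: single dose / Timing: static 4 h at 37 °C with compound, 1 h detection / Measured by: adenylate kinase release luminescence / Read-out: lysis from increased AK signal / Benchmarks: Clomiphene as positive lysis control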
GSIS activator – GLuc luminescence reporter in INS-1E cells, primary screen for activators of glucose-dependent secretion of insulin. INS-1E GLuc reporter insulin secretion, 2-3 h. activation, % at 16.6 µM. 370,000 tested, 0.61% active. AID 743287;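 active means lowest replicate activation of at least 40%, so every replicate reaches that level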;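 further: 0% = median of neutral control wells and 100% = median of IBMX positive control wells; some compounds called inactive have numbers as strong as hits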
LGR2 inh – blocks bursicon-induced cAMP signaling via Drosophila LGR2; HEK293 LGR2, CRE-luciferase, bursicon-stimulated, 4 h; inhibition, % at 9.99 µM; 380,000 tested, 0.35% active;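 active means drop in luminescence signal, shown as inhibition above about 50% in the replicate tests, limit read from the data, passing the limit was not always enough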;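 further: agonist challenge used bursicon conditioned medium at about half maximal strength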
PglD DTNB – blocks C. jejuni PglD acetyltransferase activity; purified PglD enzyme, DTNB colorimetric CoA detection; inhibition, % at 12.5 µM; 360,000 tested, 0.098% active; AID 602405; in the data active means inhibition above about 16%, passing the limit was not always enough; further: strong numbers were not always called active
ARNT TACC3 PPI – ARNT/TACC3 interaction disruption; Q9Y6A5; AlphaScreen His-ARNT PAS-B/GST-TACC3 binding, luminescence; TACC3 fragment carries E629A point mutation; inhibition, % at 9.99 µM; 390,000 tested, 0.66% active; AID 623870;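 active means mean inhibition of replicates at least 50% and at least half of replicates each reaching 50%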;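 further: 0% = complete ARNT plus TACC3 wells and 100% = ARNT alone without TACC3; many hits fall short of the cut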
PAX8 inh HTS – lowers PAX8-driven luciferase in RMG-I cells; RMG-I TPO-luciferase reporter, SteadyGlo, 24 h; inhibition, % at 12.6 µM; 360,000 tested, 1.2% active; AID 652154;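 active means mean replicate inhibition at least 60% with every replicate also reaching 60%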;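 further: luciferase light reporting Pax8 driven TPO promoter activity; plate controls were median of neutral control wells for no effect and mitoxantrone controls for full effect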
Statin myotox sup – suppression of simvastatin myotoxicity | C2C12 myotubes + simvastatin, ATP luminescence, 48 h; scaled: DMSO 0, geranylgeraniol control 100 | rescue of ATP level, % at 7.49 µM | 330,000 tested, 0.78% active | AID 602340;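 active means mean ATP rescue above about 67%, or every replicate alone reaching that limit, limit read from the data, passing the limit was not always enough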;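 further: myotubes were challenged with 10 µM simvastatin during compound exposure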
* = called active by the depositor; nt = no result given.

Structure	PGC1a acetyl inh	Cneo AK release	GSIS activator	LGR2 inh	PglD DTNB	ARNT TACC3 PPI	PAX8 inh HTS	Statin myotox sup
CSc1ccc(Cl)c(C(=O)NCc2ccco2)c1	0	1	nt	nt	3	-16	nt	-13
O=C(COC(=O)/C=C/c1cccc(Cl)c1)NC1CC1	-8	-1	7	8	0	1	2	3
CC(C)CN1C(=S)SC(C)(C)C1n1oc(=O)n(-c2ccccc2)c1=O (stereo not drawn)	0	nt	-11	nt	nt	8	3	-3
O=C1CC2(CCN(C(=O)C(=O)c3c[nH]c4ccccc34)CC2)Oc2ccccc21	-28	0	-12	17	-3	-2	5	32
C/C(=N\OCc1ccccc1)c1c(O)cc(C(C)C)n(-c2ccccc2)c1=O	nt	nt	0	5	nt	0	33	nt
Cc1occc1C(=O)NC(C)C1CCCO1 (stereo not drawn)	1	1	nt	nt	4	-1	nt	0
COc1ccc(C2=Nn3c(nnc3-c3ccccc3Cl)SC2)cc1OC1CCCC1	-3	-2	49	42	-1	-9	55	1
CC1CCCC(C)N1CC(C)(C)NS(=O)(=O)c1ccc(Cl)cc1 (stereo not drawn)	-10	2	nt	nt	4	-8	nt	1
O=C1CCCc2nc3c(cc21)C(O)Oc1c-3ccc2ccccc12 (stereo not drawn)	-20	nt	-6	-51	nt	-5	-103	nt
CC1CC(C)CN(CCCNC(=O)CCNC(=O)Cn2cnc3ccccc3c2=O)C1 (stereo not drawn)	0	0	-6	2	1	-1	8	12
CCc1ccc(NC(=O)CC2C(=O)NCCN2C(=O)c2ccccc2OC)cc1 (stereo not drawn)	1	0	5	-7	1	-2	13	4
CC(=O)N1CCSc2ccc(S(=O)(=O)NCCc3ccc(C)cc3)cc21	5	1	-7	1	5	2	9	0
CCCN1CCN(CCCNC(=O)CN2C(=O)C(CC)Oc3ccccc32)CC1 (stereo not drawn)	11	0	-13	-10	-4	-7	10	-4
COc1ccc(C(=O)CC(=O)C(=O)Nc2cccc(F)c2)cc1	-9	-2	10	1	-1	14	-1	9
O=C(C[C@@H]1C[C@@H]2c3cc(NC(=O)c4cccnc4)ccc3O[C@@H]2[C@H](CO)O1)NCc1cccnc1	7	-1	0	-8	0	1	12	5
Cc1ccc(CN2CCN(CCCn3cccn3)CC2CCO)cc1 (stereo not drawn)	nt	-1	4	17	-7	12	4	-2
COc1ccccc1C1CC(=O)Oc2cc(C)c(Cl)cc21 (stereo not drawn)	5	-1	16	-1	3	-10	-37	12
O=C(O)COCC(=O)Nc1ccc(Oc2ncnc3cc(Cl)ccc23)nc1	0	3	26	-1	9	nt	-10	nt
CCN1CCCC1CNC(=O)c1cc2ccc(OC)cc2[nH]1 (stereo not drawn)	nt	0	15	-24	-1	1	3	1
CCOCCCNC(=O)CN1C(=O)COc2ccc(S(=O)(=O)N3CCCCCC3)cc21	-3	-3	-2	1	4	-2	6	9
OC[C@H]1[C@@H](c2ccc(C#Cc3ccccc3F)cc2)[C@@H]2CN(CC3CCOCC3)CCCCN12	-16	5	-13	-6	3	20	-12	13
O=S(=O)(NCC(O)COCc1ccco1)c1cccs1 (stereo not drawn)	7	0	nt	nt	8	-3	nt	nt
COc1ccc(OCC(O)CN2CCN(c3ccccc3)CC2)cc1 (stereo not drawn)	11	-1	-10	-6	-10	7	-10	-12
O=C(O)CC(Cc1ccc(Br)cc1)C(=O)Nc1ccccc1 (stereo not drawn)	nt	0	-14	-18	3	0	-6	-4
COc1ccc(CC(=O)Nc2ccc3c(C)cc(=O)oc3c2)cc1OC	nt	nt	11	12	nt	-5	-9	nt

Structure	PGC1a acetyl inh	Cneo AK release	GSIS activator	LGR2 inh	PglD DTNB	ARNT TACC3 PPI	PAX8 inh HTS	Statin myotox sup
CCn1cc2nc(SCC(=O)Nc3ccc(OC)cc3OC)n(Cc3ccc(OC)cc3)c(=O)c2n1	nt	1	3	21	-2	-20	45	12
CC1CCCCN1C(=O)Cc1ccc(Cl)cc1 (stereo not drawn)	2	2	nt	nt	0	6	-46	16
C[C@@H]1CN([C@@H](C)CO)C(=O)c2cccc(NC(=O)c3ccncc3)c2O[C@@H]1CN(C)Cc1ccccc1	8	0	16	3	1	-14	nt	12
COc1ccc(CCN(CC(=O)NC(C)(C)C)C(=O)Cn2nnc(-c3ccc(C)o3)n2)cc1OC	-2	nt	0	5	nt	1	25	9
COc1cc(-c2cc(NC=O)c3ncc(-c4ccc(C(C)=O)cc4)n3c2)ccc1O	-4	-1	nt	nt	-2	nt	15	-6
CCC(Oc1ccccc1)C(=O)Nc1ccc(S(=O)(=O)Nc2cc(C)on2)cc1 (stereo not drawn)	9	-1	18	3	-2	nt	-3	nt
CN(C)CC(=O)N[C@@H]1CC[C@@H](CCn2cc(C3CCCCC3)nn2)O[C@H]1CO	3	-4	-3	-31	0	-12	-4	-2
COc1ccc(-c2cnc3c(c2)C(=O)N([C@H](C)CO)C[C@H](C)[C@H](CN(C)C(=O)Cc2ccncc2)O3)cc1	13	1	-2	-8	1	14	-8	-5
COC(=O)CSc1nnc(CNC(=O)c2ccco2)n1-c1ccc(F)cc1	-3	1	18	-15	4	1	nt	-5
Cc1nc2ccc(NC(=S)N3CCN(c4ccccn4)CC3)cc2nc1C	nt	nt	-6	-7	nt	-6	2	nt
COc1cccc(CC(=NO)c2cccc(OC)c2)c1	-3	3	4	-15	-4	1	-5	0
COc1ccc(CN(C)C[C@H]2Oc3c(NC(=O)Nc4c(C)noc4C)cccc3C(=O)N([C@@H](C)CO)C[C@H]2C)cc1	0	-1	15	-2	2	-12	-16	19
Nc1nnc(CSCc2ccccc2)s1	1	-2	nt	nt	-3	-4	nt	-20
CC(=O)N1c2ccc(S(=O)(=O)NCCc3ccccc3)cc2CC1C (stereo not drawn)	-4	0	-33	5	-3	-1	11	2
CCCC(O)C#Cc1cnc2c(c1)C(=O)N([C@H](C)CO)C[C@H](C)[C@H](CN(C)C(=O)Nc1cccc3ccccc13)O2 (stereo partly drawn)	2	2	nt	nt	-6	5	nt	4
COc1cccc(-c2ccc3c(c2)[C@H]2[C@H](CCN2C(=O)C2CCOCC2)[C@@H](CO)N3)c1	-7	-3	0	-8	-2	9	12	27
COC(=O)C(OC(=O)c1ccccc1)C(C)Br (stereo not drawn)	6	-2	2	-10	8	-3	-8	-1
NS(=O)(=O)c1ccc(NC(=O)COC(=O)Cc2c[nH]c3ccccc23)cc1	5	0	-3	32	-4	2	19	4
COc1ccc(OC)c(NC(=O)CNC(=O)Cn2ccc3ccccc3c2=O)c1	5	0	-1	-25	3	-7	9	1
O=C(NCC(=O)N1CCN(C(=O)c2ccccc2)CC1)c1ccc(Cl)cc1Cl	3	-1	0	2	4	nt	4	7
Cn1c(SCC(=O)NCC2CCCO2)nnc1-c1ccco1 (stereo not drawn)	-2	0	5	0	2	-2	-18	3
CCc1ccc(OCC(=O)OC(C)C(=O)Nc2ccc(Cl)cn2)cc1 (stereo not drawn)	-3	-1	11	-11	2	nt	-6	4
COc1ccc(/C(N)=N/OC(=O)Cc2ccc(OC)c(OC)c2)cc1	-21	-6	-4	-9	0	-2	nt	34
O=C(CSCc1ccc(F)cc1)NC1CCCC1	5	0	nt	nt	4	-6	nt	-9
COc1ccc(NC(=O)CN(C)CC(=O)Nc2ccccc2SC)cc1	4	0	3	-5	2	-9	2	nt

Structure	PGC1a acetyl inh	Cneo AK release	GSIS activator	LGR2 inh	PglD DTNB	ARNT TACC3 PPI	PAX8 inh HTS	Statin myotox sup
Cc1nc2ccccc2c(=O)n1/N=C/c1ccco1	1	0	nt	nt	-2	1	4	13
COc1ccc(-c2ccc(C(=O)NCCN(C)C)c3occc23)c(C)c1	-13	0	nt	10	-2	nt	-6	-1
O=C(Nc1ccccc1)C1CCCN(S(=O)(=O)c2ccc(-n3cnnn3)cc2)C1 (stereo not drawn)	nt	0	nt	nt	-2	-2	11	-3
CC(C)c1cc(C(=O)N2CCCC(Nc3ccc(F)cc3)C2)nc(N)n1 (stereo not drawn)	nt	3	-3	15	6	3	nt	2
O=C(Nc1cc(Cl)ncn1)c1ccccc1	7	1	nt	nt	1	nt	-50	nt
COc1ccc(NC(=O)CSc2nc3c(cc2C#N)CN(C)CC3)cc1	2	-1	nt	nt	4	0	nt	12
Cc1nc(-c2ccccc2)sc1C(=O)CSc1ccc(Cl)cc1	11	-1	-2	28	-1	-7	nt	3
COc1ccc(CC(=O)OCC(=O)c2c(N)n(C)c(=O)n(C)c2=O)cc1OC	-3	-2	18	-14	0	33	-6	-3
Cc1cccc(CCNC(=O)CN(C)S(=O)(=O)c2ccc3c(c2)c(=O)n(C)c(=O)n3C)c1	-3	0	-5	-3	nt	0	5	-4
O=[N+]([O-])c1ccccc1C=NNc1ccccc1	3	-1	-7	-58	-4	14	-54	13
Cc1noc(C)c1S(=O)(=O)N1CCN(c2ccc([N+](=O)[O-])cc2)CC1	-1	-2	-1	4	6	-17	21	0
COC(=O)C1=C(C)NC(C)=C(C(=O)OC)C1/C=C/c1ccccc1	-11	-2	-2	-7	-5	-7	nt	62
COc1ccc(S(=O)(=O)Nc2ccc3c(c2)C(=O)N([C@H](C)CO)C[C@@H](C)[C@@H](CN(C)Cc2ccncc2)OCCCC[C@H](C)O3)cc1	9	2	-12	-14	-1	-4	-7	nt
C[C@@H]1CCCCO[C@@H](CN(C)Cc2ccncc2)[C@H](C)CN([C@H](C)CO)C(=O)c2cc(NS(=O)(=O)c3ccc(F)cc3)ccc2O1	7	-1	3	-1	-2	-7	25	nt
Cc1ccc(C)c(N(CC(=O)NC2CCCC2)C(=O)CCC(=O)Nc2nccs2)c1	0	-2	-19	9	-1	-19	-1	2
COc1cccc(/C=C/c2ccncc2)c1OC	7	12	nt	nt	1	8	nt	-10
N#CC1(NC(=O)CN2CCN(S(=O)(=O)c3ccccc3F)CC2)CCCC1	-12	4	2	3	-4	-7	46	3

Three structures from above, ordered by formula weight, lowest first:
Structure	PGC1a acetyl inh	Cneo AK release	GSIS activator	LGR2 inh	PglD DTNB	ARNT TACC3 PPI	PAX8 inh HTS	Statin myotox sup
Cc1nc(-c2ccccc2)sc1C(=O)CSc1ccc(Cl)cc1	11	-1	-2	28	-1	-7	nt	3
C[C@@H]1CCCCO[C@@H](CN(C)Cc2ccncc2)[C@H](C)CN([C@H](C)CO)C(=O)c2cc(NS(=O)(=O)c3ccc(F)cc3)ccc2O1	7	-1	3	-1	-2	-7	25	nt
COc1ccc(S(=O)(=O)Nc2ccc3c(c2)C(=O)N([C@H](C)CO)C[C@@H](C)[C@@H](CN(C)Cc2ccncc2)OCCCC[C@H](C)O3)cc1	9	2	-12	-14	-1	-4	-7	nt
